CHT allo act: human CHT allosteric activation; AID 488977; B-score at 10 µM; 0.49% of 310,000 active; CHT-expressing cells, membrane potential dye, choline EC20; active compounds read high; LV-AA mutant CHT in HEK293 cells;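 active = initial fluorescence not abnormally high and integrated response B-score, plate-corrected, over 3 SD above library mean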
Target sequence (Q9GZV3 whole entry, looked up): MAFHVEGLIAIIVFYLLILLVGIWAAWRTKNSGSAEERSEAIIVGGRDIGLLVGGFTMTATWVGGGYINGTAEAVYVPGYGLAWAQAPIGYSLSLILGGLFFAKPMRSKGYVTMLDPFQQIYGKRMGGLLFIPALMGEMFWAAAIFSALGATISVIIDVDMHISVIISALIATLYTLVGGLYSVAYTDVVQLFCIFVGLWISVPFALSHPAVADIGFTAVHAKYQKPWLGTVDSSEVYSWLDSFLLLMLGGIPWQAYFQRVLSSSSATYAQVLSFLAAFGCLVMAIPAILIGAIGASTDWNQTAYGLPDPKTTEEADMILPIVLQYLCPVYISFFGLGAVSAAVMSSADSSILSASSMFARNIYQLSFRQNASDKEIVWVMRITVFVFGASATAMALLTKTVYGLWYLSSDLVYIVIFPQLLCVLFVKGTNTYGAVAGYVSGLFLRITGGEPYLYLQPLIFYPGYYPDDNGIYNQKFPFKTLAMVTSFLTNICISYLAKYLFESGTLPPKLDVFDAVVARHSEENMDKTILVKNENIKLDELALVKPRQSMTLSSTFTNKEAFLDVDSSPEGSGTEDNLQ
OX1R antagonist: antagonists of human orexin 1 receptor; CHO/OX1R cells, Fluo-8 calcium fluorescence, orexin A; inhibition, % at 5 µM; 0.43% of 330,000 active; AID 434989;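 active = inhibition above its plate's threshold, mean inhibition of all tested compounds on the plate plus 3 SD, cut at about 37% in these data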;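 also: 0% = orexin A challenge wells and 100% = SB-334867-A antagonist wells; not every result past the cut was called active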
Target sequence (O43613 whole entry, looked up): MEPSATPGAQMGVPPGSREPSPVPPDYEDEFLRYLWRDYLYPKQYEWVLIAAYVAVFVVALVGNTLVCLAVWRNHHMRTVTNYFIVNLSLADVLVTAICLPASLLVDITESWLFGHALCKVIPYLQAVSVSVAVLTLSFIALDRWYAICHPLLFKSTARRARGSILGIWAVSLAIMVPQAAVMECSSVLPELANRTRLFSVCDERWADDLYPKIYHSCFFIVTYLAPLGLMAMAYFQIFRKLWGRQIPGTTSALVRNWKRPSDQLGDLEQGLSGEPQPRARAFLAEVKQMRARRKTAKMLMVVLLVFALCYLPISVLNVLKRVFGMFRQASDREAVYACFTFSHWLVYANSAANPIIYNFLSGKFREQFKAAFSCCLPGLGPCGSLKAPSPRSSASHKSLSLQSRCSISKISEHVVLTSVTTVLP
Active calls of the source: *; i = inactive; nt = not tested or not shown.

Order of results: CHT allo act	OX1R antagonist
CCSc1nnc(NC(=O)CN(C)S(=O)(=O)c2ccc(F)cc2)s1
  i	-22.9
Cc1ccc(CNC(=O)COc2ccc(S(=O)(=O)N3CCOCC3)cc2)cc1
  i	-10.1
CCc1nn(C(C)C(=O)Nc2cccc(C)c2C)c(=O)c2cc3occc3n12 (stereo not given)
  i	-31.0
CCN(Cc1ccccc1)C(=O)Cn1c(=O)n(CC(=O)N2CCCCC2)c(=O)c2sccc21
  i	-17.1
Cc1cc(O)c(/C=N/Nc2ccccc2)c(=O)o1
  i	-9.6
CCOc1cc(S(=O)(=O)NCc2ccccc2)c(OCC)cc1-n1cnnn1
  i	17.0
N#CC1=C2SCN(c3ccc(F)cc3)CN2C(=O)CC1c1cccc(F)c1 (stereo not given)
  i	3.2
Cc1ccc(S(=O)(=O)NC2CC2)s1
  i	7.0
CCn1c(SCC(=O)Nc2ccc(C)cc2)nnc1-c1cnccn1
  i	-4.9
O=c1ccnc(SCCc2ccccc2)[nH]1
  i	-4.5
O=C(Nc1nc2ccc(F)cc2s1)c1ccccn1
  i	27.3
O=C(O)c1nn(-c2cccc(C(F)(F)F)c2)ccc1=O
  i	-1.1
CCCc1nc(SCC(=O)N2CCCC2)c2c(=O)n(C)c(=O)n(C)c2n1
  i	-30.7
CC(=O)c1ccc(OC(C)C)c(Cc2c(O)nc(N)[nH]c2=O)c1
  i	-1.0
CC(=O)N1CCN(c2cccc(C)c2C)CC1
  i	-16.7
N#CCCN(Cc1ccccc1)C(=S)Nc1ccccc1
  i	0.2
O=C(CN1CCN(C(=O)N2CCOCC2)CC1)Nc1cc(Cl)ccc1Cl
  i	-4.4
CC(=O)Nc1ccc(OCCC[n+]2cccc(C(=O)[O-])c2)cc1
  i	-3.3
O=C(O)C12CC3CC(C1)CC(n1ncc(N4CCN(c5ccccc5)CC4)c(Cl)c1=O)(C3)C2
  i	-6.0
CC1(C)CC(=O)C=C(C(=O)N2CCCC(CCC(=O)NCc3ccccc3F)C2)O1 (stereo not given)
  i	-25.4
CC1CC(C)(C)NC(=S)N1CCC(=O)N1c2ccccc2CC1C (stereo not given)
  i	-22.2
CCOC(=O)c1ccc(NC(=O)CSC2=NC(=O)C(CC)C(=O)N2)cc1 (stereo not given)
  i	3.6
COc1cc2c(C(=O)N(C)c3ccc(F)cc3)cn(C)c(=O)c2cc1OC
  i	-24.1
Cc1ccc(S(=O)(=O)NC2=NCCC2)cc1
  i	-4.6
CCNC(=O)CC1C(=O)N(c2ccc(C)cc2)C(=O)N1CCC(C)C (stereo not given)
  i	-13.5
Nc1nonc1-n1nnc(C(=O)N/N=C/c2c(Cl)cccc2Cl)c1CSC1=NCCS1
  i	-15.2
CC(=O)OC1OCCOC1NC(=S)NCc1ccco1 (stereo not given)
  i	-12.6
Cc1noc(C)c1COC(=O)c1csc2c1CCC(C)C2 (stereo not given)
  nt	-29.4
CCOC(=O)c1c(NC(=O)CSc2nnc(CNc3ccc(F)cc3)o2)sc(C(C)=O)c1C
  i	-25.8
CC(=O)NCCc1ccc(S(=O)(=O)N(C)C2CCS(=O)(=O)C2)cc1 (stereo not given)
  i	3.4
CCc1ccc(C2CC(=O)N3CN(c4ccccc4)CSC3=C2C#N)cc1 (stereo not given)
  i	-16.9
CC1(NC(=O)COc2ccccc2-c2ccccc2)CCS(=O)(=O)C1 (stereo not given)
  i	-4.0
CCCc1cc(C(=O)Nc2cc(C)on2)no1
  i	-2.5
O=C(O)/C=C/c1cn(Cc2ccccc2Cl)nc1-c1ccccc1
  i	-12.4
N#Cc1c(N2CCN(C(=O)c3ccccc3Cl)CC2)nc(-c2ccccc2)c2c1CCCC2
  i	-12.8
CCOC(=O)c1ccc(OCCOc2cccc(C)c2)cc1
  i	-24.4
c1ccc(CCNC2=NCCCS2)cc1
  i	-7.5
Cc1cc(C)c(C)c(S(=O)(=O)Nc2ccccc2C(=O)NCCCN2CCOCC2)c1C
  i	-35.4
COc1ccc(C(Nc2ccccn2)c2oc(CO)cc(=O)c2O)cc1 (stereo not given)
  i	-2.8
Cn1c(=O)n(C)c2cc(S(=O)(=O)N3CCCCC3)ccc21
  i	11.6

Sorted by SMILES length (high to low): some entries from above
Order of results: CHT allo act	OX1R antagonist
Cc1cc(C)c(C)c(S(=O)(=O)Nc2ccccc2C(=O)NCCCN2CCOCC2)c1C
  i	-35.4
CC1(NC(=O)COc2ccccc2-c2ccccc2)CCS(=O)(=O)C1 (stereo not given)
  i	-4.0
COc1ccc(C(Nc2ccccn2)c2oc(CO)cc(=O)c2O)cc1 (stereo not given)
  i	-2.8
Cn1c(=O)n(C)c2cc(S(=O)(=O)N3CCCCC3)ccc21
  i	11.6
CCOC(=O)c1ccc(OCCOc2cccc(C)c2)cc1
  i	-24.4
CCCc1cc(C(=O)Nc2cc(C)on2)no1
  i	-2.5
c1ccc(CCNC2=NCCCS2)cc1
  i	-7.5

Next part
Order of results: CHT allo act	OX1R antagonist
COc1ccccc1N(CC(=O)NC1CCCCC1)S(=O)(=O)c1cccs1
  i	-26.9
Cc1cccc(NC2=C(Cl)C(=O)OC2OC(=O)c2ccco2)c1 (stereo not given)
  i	3.6
COc1ccc(CC(=O)N2CCN(c3ccccc3)CC2)cc1OC
  i	-10.3
CN(n1cnc2ccccc2c1=O)S(C)(=O)=O
  i	-7.0
NC(=O)[C@@H]1CCCN1C(=O)c1cc(COc2ccc3c(c2)CCCC3)on1
  i	nt
COC(=O)C1=C(C)N(C2CCCC2)C(=O)C1(NC(C)=O)C(F)(F)F (stereo not given)
  i	-13.0
Oc1cccnc1CCc1ccccc1
  i	-7.7
CCc1nc(SCC(=O)c2c[nH]c3ccccc23)n[nH]1
  i	-12.4
O=C(O)CN=C1NC2(CCCCC2)Cc2ccccc21
  i	-11.3
CCc1nc(SCc2cccnc2)c(C#N)cc1C
  i	-6.4
CCCn1c(N)c(N(CCOC)C(=O)c2ccc(N3CCCC3=O)cc2)c(=O)[nH]c1=O
  i	-2.8
COc1ccc(CCN2C(=O)CS/C2=N/NC(=O)c2ccccc2F)cc1OC
  i	-13.2
O=C(COC(=O)c1ccncc1)c1ccc(Br)cc1
  i	-10.0
CCCc1cc(N2CCCC(C(=O)NCc3ccc4c(c3)OCO4)C2)n2ncnc2n1 (stereo not given)
  i	-22.3
CC1Cc2ccccc2N1c1ncnc2c1nnn2Cc1ccccc1Cl (stereo not given)
  i	-8.6
CCNc1cc2n(c(=O)n1)CCc1cc(OC)c(OC)cc1-2
  i	-10.2
COc1ccc(C(C[N+](=O)[O-])c2c(C)[nH]n(-c3ccccc3)c2=O)cc1 (stereo not given)
  i	-12.6
Cc1ccc(C(=O)Nc2cccc(S(=O)(=O)N3CCCCC3)c2)cc1[N+](=O)[O-]
  nt	25.0
C[C@]12CC[C@H](O)C[C@@H]1CC[C@@H]1[C@@H]2CC[C@@]2(C)[C@H]1CCC(=O)[C@]21CCCO1
  nt	-22.4
O=c1c2ccccc2nnn1CSc1nnc(-c2cccs2)n1Cc1ccccc1
  i	-34.9
CSCCC(NC(=O)c1ccccc1)C(=O)OCC(=O)NCc1ccco1 (stereo not given)
  nt	-26.2
COc1ccc(OCC(O)CNC(=O)c2ccc(Br)cc2)cc1 (stereo not given)
  i	-28.0
O=C(C[n+]1ccn(CCCNP2(=O)C=C(c3ccccc3)OC(c3ccccc3)=C2)c1)c1cccs1
  i	-18.8
CCOc1ccccc1NC(=S)/C(=C(\[O-])c1ccc2c(c1)OCCO2)[n+]1ccc(CC)cc1
  i	-14.3
CCCCNCCCCOc1ccccc1
  i	-2.6
COc1ccc(NC(=O)CN(C)C(C)C(=O)NC(=O)NC2CCCCC2)cc1 (stereo not given)
  i	-2.4
COCC(=O)Nc1ccc(S(=O)(=O)NCC2CCCO2)cc1 (stereo not given)
  i	-6.6
COc1cc2c(cc1NC(=O)CSc1nnc(Cc3cccs3)n1Cc1ccco1)oc1ccccc12
  i	7.7
CC(C)C[C@H]1CN=C(Nc2ccccc2)N1CC1CCC(C)CC1 (stereo not given in full)
  i	-35.6
CCCN1CCC(=NNc2ccc(C(=O)O)cc2)CC1
  i	2.1

Single records, as listed above. Values in the order: CHT allo act	OX1R antagonist
CC(C)C[C@H]1CN=C(Nc2ccccc2)N1CC1CCC(C)CC1 (stereo not given in full) as listed: i	-35.6
COCC(=O)Nc1ccc(S(=O)(=O)NCC2CCCO2)cc1 (stereo not given) as listed: i	-6.6
COc1cc2c(cc1NC(=O)CSc1nnc(Cc3cccs3)n1Cc1ccco1)oc1ccccc12 as listed: i	7.7
CSCCC(NC(=O)c1ccccc1)C(=O)OCC(=O)NCc1ccco1 (stereo not given) as listed: nt	-26.2
CCCN1CCC(=NNc2ccc(C(=O)O)cc2)CC1 as listed: i	2.1

(list continues)
Order of results: CHT allo act	OX1R antagonist
CCOc1ccc(NC(=O)CN(C)C(=O)c2cc(C)nc3ccccc23)cc1OCC
  nt	-23.3
COc1ccccc1CC(=O)Nc1ccccc1C(=O)O
  i	-10.6
CCc1cc2c(=O)n(-c3ccc(C)cc3)cnc2s1
  i	-17.4
CCOC(=O)c1sc(NC(=O)c2cccs2)cc1C
  i	-9.8
CN1C[C@@H]2C(c3ccccc3)C3(c4ccccc4)CC2(C3)[C@H]1c1ccccc1 (stereo not given in full)
  i	-21.6
COc1cccc(Cn2cnc3c(N)c(C)c(C)cc32)c1
  i	4.1
CC(/C=C/c1ccc2c(c1)OCO2)=N/NC(=O)COc1ccc(C)cc1
  i	-13.0
COc1ccccc1OCC(=O)Nc1sc2c(c1C(=O)NCC1CCCO1)CCC2 (stereo not given)
  i	-43.1
O=C(COc1ccc2c(-c3ccccc3)cc(=O)oc2c1)NC(Cc1c[nH]c2ccccc12)C(=O)O (stereo not given)
  nt	-3.2
O=[N+]([O-])c1c(NCCO)cc(N2CCC3(CC2)OCCO3)c2nonc12
  i	4.3
O=C(N/C(=C/c1ccccc1)C(=O)N1CCOCC1)c1ccc([N+](=O)[O-])cc1
  i	-6.9
O=C(c1cc(-c2ccc(Cl)c(Cl)c2)on1)N1CCCCC1
  i	-28.0
COC(=O)c1c(F)c(F)c(NCCO)c(F)c1F
  i	-3.7
NS(=O)(=O)c1ccc(CCNC(=O)C2CCCN2S(=O)(=O)c2cccc3nsnc23)cc1 (stereo not given)
  i	-7.5
C=CCNC(=O)C1(S(=O)(=O)c2ccccc2)CC=CC1
  i	-4.0
O=C(N/N=C/C=C/c1ccco1)c1cnccn1
  i	-8.4
CC(C)(C)CC(C)(C)NC(=O)c1ccccc1
  i	-2.0
COc1ccccc1N1CC(C(=O)Nc2ccc3c(c2)OCO3)CC1=O (stereo not given)
  i	-25.9
CCOC(=O)CSC1=NC(=O)CS1
  i	-4.9
CCn1c(SCC(=O)N2CCCCC2C)nnc1-c1ccco1 (stereo not given)
  i	-16.2
NC(=O)CCCn1c(C(=O)c2cc(Cl)c(N)c(Cl)c2)c2ccc(C(F)(F)F)cc2[n+]1[O-]
  i	-18.6
Cn1ncc(Br)c1C(=O)N/N=C/c1cccc(OC2CSC2)c1
  i	-18.2
CCOC(=O)c1nnn(CC(=O)N2N=C(c3ccc(Cl)cc3)CC2c2ccccc2)c1C(=O)OCC (stereo not given)
  i	-40.8
C/C(=N\N(c1ccccc1)c1ccccc1)c1ccc(O)cc1
  i	-6.2
COc1ccc(NS(=O)(=O)c2csc(C(N)=O)c2)cc1
  i	-12.5
C=CCOc1nc2c(c(=O)n(C)c(=O)n2C)n1Cc1ccc(Cl)cc1Cl
  i	-14.2
O=C(COc1ccc2c(c1)oc(=O)c1ccccc12)N[C@@H](Cc1ccccc1)C(=O)O
  i	7.3
Cc1ccc(NC(=O)N2CCN(Cc3ccc4c(c3)OCO4)CC2)cc1
  i	-20.3
CCc1nnc(NC(=O)C2CC(=O)N(c3ccc4c(c3)OCCO4)C2)s1 (stereo not given)
  i	-0.6
COc1ccc(OC(=O)CCN2C(=O)C3C4C=CC(C4)C3C2=O)cc1 (stereo not given)
  i	-18.5
CCN(CC)S(=O)(=O)c1ccc(NC(=O)c2ccc(Cl)nc2)cc1
  i	-12.0
Clc1ccc2nc(CN3CCCc4ccccc43)cn2c1
  i	-37.6
O=C(NC1CC1)C1CCN(C(=O)c2ccc(Cl)cc2)CC1
  i	-4.9
Cc1cccc(Oc2coc3cc(OC(=O)c4cc5ccccc5oc4=O)ccc3c2=O)c1
  i	-9.0
COc1ccc(NC(=O)CN2C(=O)NC(C)(C3CC3)C2=O)cc1S(=O)(=O)N1CCOCC1 (stereo not given)
  nt	-10.3
O=C1c2ccccc2C(O)N1Cc1ccccc1 (stereo not given)
  i	-22.3
Cc1ccc(Cn2nc(C)c3cc(C(=O)OCC(N)=O)sc32)cc1
  i	-21.3
O=C(O)CSCC(=O)Nc1ccc(C2CCCCC2)cc1
  i	-14.2
O=C(NCCCN1CCCC1=O)C1CCN(S(=O)(=O)c2cccc(Cl)c2Cl)CC1
  nt	-10.0
CC(=O)Nc1ccc(S(=O)(=O)NCCSCc2ccco2)cc1
  i	-3.4
COc1ccccc1OCCSc1nc(N)cc(N)n1
  i	-13.2
CCS(=O)(=O)N1CCN(C2Cc3ccccc3C2)CC1
  i	-10.3
COc1ccc(COc2ccccc2C(=O)NCc2ccccc2)cc1F
  i	5.6
Cc1cccc(C)c1NC(=O)CSCCO
  i	-4.0
Cc1ccc(/C(O)=C2\C(=O)C(=O)N(c3cc(C)on3)C2c2cccc(Br)c2)cc1 (stereo not given)
  i	-23.0

Compound activity: PubChem, several laboratories

The order is random; about 0.8% have a hit in one of these screens.
